ATXN viability = Viability Counterscreen for Primary qHTS for Inhibitors of ATXN expression; S2 cells (HEK-293 line with an ATXN2-luciferase reporter) viability, CellTiter-Fluor protease fluorescence, 24 h; Potency, µM (doses to about 56.7 µM), actives largely listed as cytotoxic; actives 0.49% (n = 400,000); AID 651635, 2014; also: potency is read from the fitted curve at half-maximal effect; nearly all actives have a fitted effect of over 40% in size
MCF10A rereplic = A quantitative high throughput screen for small molecules that induce DNA re-replication in MCF 10a normal breast cells; MCF 10A DNA re-replication, Hoechst nuclear intensity, 48 h; Potency, µM (titrated, usually from 46.1 µM), inactives show at the highest dose activity, positive = re-replication, usual class: activators; actives 2.9% (n = 350,000); AID 624296, 2012; also: potency is read from the fitted curve at half-maximal effect; % of control where 0% means no effect; nearly all actives have a fitted effect of over 50% in size
KB-3-1 tox = qHTS assay for MDR1-selective chemotherapeutics: Primary screen using the parental adenocarcinoma cell KB-3-1; Potency, µM (series often up to 46.1 µM), inactives show at the highest dose activity change, negative = cytotoxic, hits mostly cytotoxic; KB-3-1 viability, CellTiter-Glo ATP luminescence, 72 h; actives 1.4% (n = 400,000); also: potency is read from the fitted curve at half-maximal effect; % is scaled to controls: 0 for no effect and ±100 for the full control effect; nearly all actives have a fitted effect of over 60% in size
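Here the drug-naive KB-3-1 line serves as comparator for MDR sub-line selectivity; cells received compound titrations, 72 h at 37 °C, then CellTiter-Glo readout.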
ATXN2 expr inh = Primary qHTS for Inhibitors of ATXN expression | HEK-293 ATXN2-luciferase reporter, luminescence, 24 h | Potency, µM (series often up to 57 µM), for the others: at the highest dose activity change, negative = inhibition, usual class: inhibitors | actives 0.72% (n = 360,000) | AID 1745845, 2022; also: potency is read from the fitted curve at half-maximal effect; % is scaled to controls: 0 for no effect and ±100 for the full control effect; nearly all actives have a fitted effect of over 55% in size
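ATXN2-luciferase reporter cells (luciferase flanked by upstream and downstream ATXN2 gene portions) were treated 24 h at 37 °C with compounds at up to 57 uM. SteadyGlo luminescence gave expression; GF-AFC fluorescence gave viability.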
HT1080 IDH1KD tx = qHTS for induction of synthetic lethality in tumor cells producing 2HG: qHTS for the HT-1080-IDH1KD cell line. AID 686971, 2013. Potency, µM (titrated, usually from 46.1 µM), without a hit: top-dose activity, negative = toxicity, usual class: cytotoxic. actives 2% (n = 360,000). HT-1080 IDH1 knockdown viability, ATP luminescence, 48 h;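 also: potency is read from the fitted curve at half-maximal effect; 0% = DMSO wells and -100% = cell-free medium wells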
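Knockdown cells (IDH1KD HT-1080) received compounds 2 h after plating at 750 cells/well and were kept 48 h at 37 °C in 5% FBS RPMI. A CellTiter-Glo luminescence read gave % activity for curve fitting.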
IL1B secr inh = qHTS for Inhibitors of Inflammasome Signaling: IL-1-beta AlphaLISA Primary Screen. THP-1 LPS/ATP IL-1B secretion, AlphaLISA, 16 h; active compounds read low. activity change, % at 57.5 µM. actives 4.7% (n = 360,000). AID 743279, 2014; in the data active = activity change below about -50%; inconclusive = mostly about -30% to -49%; also: % is scaled to controls: 0 for no effect and ±100 for the full control effect
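Secreted IL-1B measured by AlphaLISA bead assay after 16 h compound exposure of THP-1 cells; compounds (final up to 57.5 uM) added 1 h before LPS (250 ng/mL) and ATP (1.25 mM) stimulation; lower signal means less secretion.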
SW480 rereplic = A quantitative high throughput screen for small molecules that induce DNA re-replication in SW480 colon adenocarcinoma cells; SW480 DNA re-replication, Hoechst DNA content imaging, 48 h; Potency, µM (series often up to 46.1 µM), for the others: at the highest dose re-replication activation, actives largely listed as activators; actives 1.8% (n = 340,000); AID 624297, 2012; also: potency is read from the fitted curve at half-maximal effect; % of control where 0% means no effect; nearly all actives have a fitted effect of over 55% in size
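DNA re-replication was detected as more nuclei of elevated Hoechst intensity after 48 hr exposure to compound (23 nL pinned per well of 250 cells).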
HepG2 viability = qHTS for Inhibitors of TGF-b: Cytotox Counterscreen; HepG2 CAGA-GFP viability, ATP luminescence, 18 h; Potency, µM (titrated, usually from 46.1 µM), inactives show at the top dose activity change, negative = cytotoxicity, hits mostly cytotoxic; actives 0.76% (n = 410,000); AID 588856, 2011; also: potency is read from the fitted curve at half-maximal effect; some results filed as inactive show a strong effect at the top dose
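HepG2 CAGA-GFP cells (1000/well, DMEM with 1% FBS) received compound, then TGF-beta at 500 pg/mL final, and were incubated 18 hours at 37 degrees C. Viability was read by CellTiter-Glo luminescence. Media-only wells were set as complete cell-killing and DMSO as no toxicity.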
HT1080-NT tox = qHTS for induction of synthetic lethality in tumor cells producing 2HG: qHTS for the HT-1080-NT fibrosarcoma cell line; HT-1080-NT fibrosarcoma viability, CellTiter-Glo ATP luminescence, 48 h; AID 686970, 2013; actives 1.6% (n = 360,000); Potency, µM (titrated, usually from 46.1 µM), without a hit: at the top dose activity, negative = less viability, usual class: cytotoxic;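 also: NT is the 2HG producing partner of a matched IDH1 knockdown line; potency is read from the fitted curve at half-maximal effect; 0% = DMSO-treated cells and -100% = media-only wells without cells; nearly all actives have a fitted effect of over 55% in size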
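750 cells/well, RPMI + 5% FBS; 2 h settle, compound pin-transfer, 48 h at 37 degrees C. CellTiter-Glo 10 min RT, luminescence. Normalized to DMSO and media-only wells.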
Numbers without * were called inactive; i = inactive; ? = inconclusive; . = no result given; ! = repeats disagree; [ ] = dose if it differs, or a comment. Unless noted, calls follow the shape of the dose curve; as a rule, active = well fitted curve in the direction sought with a large enough effect; inconclusive = small, poorly fitted or top-dose-only effect, or another doubt; inactive = no such curve, though single readings can be large; an effect the other way counts as inactive or inconclusive.

No.	molecule	ATXN viability	SW480 rereplic	KB-3-1 tox	MCF10A rereplic	HT1080-NT tox	HT1080 IDH1KD tx	HepG2 viability	IL1B secr inh	ATXN2 expr inh
1	COc1ccc(Nc2nnc(SCC(=O)c3cc4ccccc4o3)s2)cc1	i	?	-14%	?	1%	1%	-8%	106	0%
2	O=[N+]([O-])c1c(NCCCO)cc(N2CCN(Cc3ccc4c(c3)OCO4)CC2)c2nonc12	?	-3%	-18%	?	-22%	-22%	-40%	-10	-36%
3	CC1=C(C(=O)N(C)C)CC(CC(=O)NC2CCCCC2)C(=O)N1Cc1ccc(F)cc1 (configuration not stated)	i	.	-1%	.	-1%	13%	-11%	17	9%
4	CC(C)NC(=O)c1ccc(C(C)C)cc1	i	1%	1%	-3%	21%	12%	-38%	-14	14%
5	N#Cc1c(NC(=O)C2CC(Cl)=CCC2C(=O)O)sc2c1CCCC2 (configuration not stated)	i	-136%[inhibitor]	9%	-16%	0%	0%	-2%	-2	5%
6	Cc1ccc(S(=O)(=O)N2CCN(Cc3nc4ccccc4n3C)CC2)cc1	i	-6%	-7%	2%	2%	2%	-28%	?	-17%
7	CC(C)OCCOc1ccc2oc(-c3ccco3)cc(=O)c2c1	i	-1%	-12%	8%	3%	-3%	-12%	-66*	17%
8	CCCCCCSc1ccc([C@H]2N[C@@](Cc3ccccc3)(C(=O)OC)[C@H]3C(=O)N(CC)C(=O)[C@@H]23)cc1	i	-5%	?	-14%	-12%	5%	-2%	-23	-1%
9	Cc1ccccc1NS(=O)(=O)c1cc(C(=O)N2CCCC2)ccc1C	i	-2%	-1%	20%	-9%	-11%	-32%	-7	1%
10	CCOC(=O)c1sc(=S)n(C)c1NC(=O)c1ccc(OC)cc1	i	0%	8%	-1%	1%	0%	21%	-3	-2%
11	CCCCCCCCCCOC(=O)Cn1c(COc2ccc(OC)cc2)[n+](C)c2ccccc21	?	?	21µM*!	6.5µM*!	21µM*	13µM*	11µM*!	-108*!	?
12	O=c1[nH]cc(O)c(=O)[nH]1	i	-2%	0%	-2%	?	?	-4%	5	-18%
13	CCN(CC)S(=O)(=O)c1cc(C(=O)Nc2ccccc2[N+](=O)[O-])ccc1Cl	i	16µM*	-2%	?	-24%	?	-33%	-89*	2%
14	COc1ccc(CCNC(=O)c2ccc3nc(CCc4ccccc4)oc3c2)cc1OC	i	.	2%	.	.	.	-5%	.	-16%
15	Cc1ccc(NC(=O)CN(C)C(=O)Cn2nnc(-c3ccccc3)n2)cc1	i	-522%[inhibitor]	15%	-1%	-28%	-4%	-7%	35	9%
16	CCn1nc(C)cc1C(=O)N1CCCC(C(=O)c2cccc(OC)c2)C1 (configuration not stated)	i	6%	-2%	-2%	3%	-7%	-9%	23	-19%
17	CCOc1ccc2nc(N3CCCC(C(=O)NCC4CCCO4)C3)sc2c1 (configuration not stated)	i	-16%	7%	0%	-9%	0%	-4%	-2	.
18	CCN(CC)C(=O)C1=C(C)N(Cc2ccccc2)C(=O)C(CC(=O)NCC2CCCCC2)C1 (configuration not stated)	i	.	-3%	.	8%	0%	-10%	-22	16%
19	Cc1cc(-c2onc(C)c2C(=O)O)no1	i	-4%	17%	-5%	20%	17%	3%	23	12%
20	Cc1ccc(NC(=O)NC(=O)CN2CCN(c3ccc(O)cc3)CC2)c(C)c1	i	-9%	11%	7%	-9%	-13%	-1%	9	-36%
21	COc1cccc(CN2CCNC(=O)C2CC(=O)NC2CCCCC2)c1OC (configuration not stated)	i	6%	28%	-30%	7%	9%	5%	8	16%
22	Cc1ccccc1CSc1nnc(-c2cnccn2)n1C	.	-1%	-3%	4%	25%	25%	0%	-11	-8%
23	NC(N)=NS(=O)(=O)c1ccc(NC(=S)NC(=O)c2sc3ccccc3c2Cl)cc1	i	1%	8%	-1%	6%	6%	2%	55	-18%
24	Cc1cc(NC(=O)CSc2nc3ccccc3c(=O)n2CCCC(=O)NCc2ccco2)n[nH]1	.	2%	20%	-2%	1%	0%	-21%	?	.
25	CCNC(=S)NNC(=O)c1cc(-c2ccc(OCC)cc2)nc2ccccc12	i	?	?	29%	3.5µM*	5µM*	7.9µM*	-14	-25%
26	COc1ccc(C(=O)Nc2ccc3c(c2)N(C2CCCC2)C(=O)c2ccccc2S3)cc1OC	?	.	-6%	.	.	.	-4%	.	95%[activator]
27	COc1ccc(NC(=O)C[C@H]2C(=O)N(c3ccccc3)C[C@@H]2Cc2ccccc2)cc1	?	.	-9%	.	1%	-10%	-35%	-23	-10%
28	O=C1NC(=O)C(c2ccccc2)N1 (configuration not stated)	i	-3%	18%	-2%	12%	13%	5%	2	1%
29	CCC(C)(C)NC(=O)CN(C(=O)C(=O)Nc1ccc2c(c1)OCCO2)C(C)(C)CC	i	0%	-9%	-2%	0%	5%	-6%	-8	33%
30	O=C(Nc1ccc2oc(-c3cccnc3)nc2c1)c1ccc([N+](=O)[O-])o1	i	5%	-5%	?	?	?	5%	.	-18%
31	Cn1cccc1C(=O)NCCc1ccccc1	i	-20%	0%	4%	-5%	-11%	-152%	-8	?
32	C/C(=N\NC(=O)CCC(=O)Nc1ccc(C)c(C)c1)C1CC1	i	3%	17%	0%	10%	5%	-23%	-8	3%
33	Cc1nn(C)cc1/C=N/NC(=S)Nc1ccc(Cl)cc1Cl	i	-3%	13%	?	-9%	-12%	-8%	27	-1%
34	COc1ccc(OC)c(C2C(C(=O)Nc3cccnc3)=C(C)NC3=C2C(=O)CCC3)c1 (configuration not stated)	i	-13%	-3%	3%	18%	24%	11%	22	11%
35	CCN(Cc1cc2ccccc2[nH]c1=O)C(=O)C1CCCCC1	i	3%	-25%	1%	-5%	-1%	-52%	9	5%
36	Cc1ccccc1NC1=NC(=S)N(c2ccccc2)C12CCCCC2	i	165%	-6%	?	-24%	-28%	-3%	0	4%

Four compounds drawn at random from the list so far:
No.	molecule	ATXN viability	SW480 rereplic	KB-3-1 tox	MCF10A rereplic	HT1080-NT tox	HT1080 IDH1KD tx	HepG2 viability	IL1B secr inh	ATXN2 expr inh
32	C/C(=N\NC(=O)CCC(=O)Nc1ccc(C)c(C)c1)C1CC1	i	3%	17%	0%	10%	5%	-23%	-8	3%
25	CCNC(=S)NNC(=O)c1cc(-c2ccc(OCC)cc2)nc2ccccc12	i	?	?	29%	3.5µM*	5µM*	7.9µM*	-14	-25%
36	Cc1ccccc1NC1=NC(=S)N(c2ccccc2)C12CCCCC2	i	165%	-6%	?	-24%	-28%	-3%	0	4%
29	CCC(C)(C)NC(=O)CN(C(=O)C(=O)Nc1ccc2c(c1)OCCO2)C(C)(C)CC	i	0%	-9%	-2%	0%	5%	-6%	-8	33%

Next part:
No.	molecule	ATXN viability	SW480 rereplic	KB-3-1 tox	MCF10A rereplic	HT1080-NT tox	HT1080 IDH1KD tx	HepG2 viability	IL1B secr inh	ATXN2 expr inh
37	CC1CCCCC1NC(=O)COC(=O)c1c2c(nc3ccccc13)/C(=C/c1ccco1)CC2 (configuration not stated)	.	15µM*	4%	16µM*	-6%	-6%	1%	-15	11%
38	O=S1(=O)CC(N2CCN(CCO)CC2)CN1C1CCCC1 (configuration not stated)	i	.	0%	.	25%	?	4%	-9	-3%
39	CCOc1ccc(N2C(=O)CC(N(CCc3ccccc3)C(=O)/C=C/C(=O)O)C2=O)cc1 (configuration not stated)	i	-3%	12%	-4%	-1%	-4%	1%	9	-15%
40	Cc1cc(NC(=O)OC(C)(C)C)c(-n2nnnc2C(C(=O)c2ccc3c(c2)OCO3)N2CCN(c3ccccn3)CC2)cc1C (configuration not stated)	.	.	-7%	.	-2%	0%	.	-12	.
41	Cc1ccc(NS(=O)(=O)c2ccc(OCC(N)=O)cc2)cc1	i	-17%	0%	-18%	14%	-6%	8%	23	31%
42	Cc1cc(NC(=O)CCN2C(=O)/C(=C\c3ccccc3Cl)SC2=S)no1	i	5%	-3%	?	0%	4%	1%	14	-4%
43	COc1ccc(/C(=C/c2ccc(OC(F)F)c(OC)c2)C(=O)O)cc1OC	i	-1%	14%	-10%	-3%	-2%	4%	31	0%
44	COC(=O)c1ccc(CSc2nc3c([nH]c4ccccc43)c(=O)n2-c2cccc(Cl)c2)o1	i	.	8%	.	.	.	5%	.	10%
45	CCOC(=O)c1cn(-c2ccccc2)nc1-c1ccncc1	i	-2%	?	3%	0%	0%	-21%	-3	1%
46	CN(C)S(=O)(=O)c1ccc(SCC(=O)Nc2ccc3c(c2)OCCO3)nc1	i	-1%	4%	6%	3%	0%	-2%	-14	19%
47	COc1cc2c(cc1OC)C(O)C(O)(CO)C(C(=O)O)C2c1cc(OC)c(OC)c(OC)c1 (configuration not stated)	?	-4%	16%	-2%	28%	20%	5%	-4	-3%
48	O=C(CNC(=O)N1CC(=O)Nc2ccccc21)Nc1ccccc1F	i	10%	-1%	0%	0%	-4%	7%	24	6%
49	COc1cccc(N2CCN(c3nc(C)cc(C)c3C#N)CC2)c1	i	14%	1%	?	6%	1%	-19%	-12	-25%
